PI4K2A block = qHTS for small molecular inhibitors of PI4K2A; Phosphatidylinositol 4-kinase type 2-alpha (Homo sapiens), Q9BTU6; purified PI4K2A, ADP-Glo luminescence, 1 h; stronger effect = lower value; activity change, negative = inhibition, % at 76.9 µM; 0.13% of 420,000 active; in the data active = activity change below about -50%; inconclusive = mostly about -30% to -49%;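 note: -100% = wells without enzyme as full effect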
Target sequence (Q9BTU6 whole entry, looked up): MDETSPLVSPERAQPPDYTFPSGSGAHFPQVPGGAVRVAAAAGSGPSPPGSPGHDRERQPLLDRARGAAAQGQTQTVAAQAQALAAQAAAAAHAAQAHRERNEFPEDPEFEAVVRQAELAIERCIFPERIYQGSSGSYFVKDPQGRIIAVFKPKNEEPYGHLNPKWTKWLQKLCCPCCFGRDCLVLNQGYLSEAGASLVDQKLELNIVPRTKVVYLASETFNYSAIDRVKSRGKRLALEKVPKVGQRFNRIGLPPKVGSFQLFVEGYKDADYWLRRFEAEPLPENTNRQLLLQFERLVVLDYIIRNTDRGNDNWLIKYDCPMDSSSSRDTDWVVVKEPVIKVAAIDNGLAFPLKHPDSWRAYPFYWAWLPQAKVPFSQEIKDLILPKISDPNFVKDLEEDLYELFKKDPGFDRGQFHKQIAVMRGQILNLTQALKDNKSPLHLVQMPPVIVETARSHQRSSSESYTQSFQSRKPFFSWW
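Compounds are screened against recombinant PI4K2A using PI as substrate and ATP, the latter dispensed at 300 microM. Reactions run one hour at ambient temperature before ADP-Glo detection; full inhibition defined by wells lacking enzyme.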
BAZ2B block = qHTS Assay for Inhibitors of BAZ2B; Bromodomain adjacent to zinc finger domain protein 2B (Homo sapiens), Q9UIF8; AlphaScreen BAZ2B-H3K14Ac peptide displacement; Potency, µM (series often up to 114 µM), for inactives: top-dose activity change, negative = inhibition, hits mostly inhibitors; 4.4% of 360,000 active; note: potency is the fitted concentration of half-maximal effect; % is set by controls: 0 for no effect and ±100 for the full control effect; nearly all actives have a fitted effect of over 60% in size
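Compounds, titrated to a top concentration of 110 uM, were incubated 30 min at room temperature with preformed BAZ2B/acetyl-K14 H3 peptide complex (50 nM each). Proximity signal was measured by AlphaScreen after 20 min with beads.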
HP1b chromo inh = HTS for Inhibitors of HP1-beta Chromodomain Interactions with Methylated Histone Tails. Potency, µM (top dose mostly 114 µM), without a hit: at the top dose activity change, negative = inhibition, hits mostly inhibitors. AID 540317, 2011. 0.56% of 390,000 active. AlphaScreen HP1-beta / biotin-H3K9me3 peptide binding; note: potency is the fitted concentration of half-maximal effect; nearly all actives have a fitted effect of over 70% in size; inactives centre near 23
Target sequence (P83916 whole entry, looked up): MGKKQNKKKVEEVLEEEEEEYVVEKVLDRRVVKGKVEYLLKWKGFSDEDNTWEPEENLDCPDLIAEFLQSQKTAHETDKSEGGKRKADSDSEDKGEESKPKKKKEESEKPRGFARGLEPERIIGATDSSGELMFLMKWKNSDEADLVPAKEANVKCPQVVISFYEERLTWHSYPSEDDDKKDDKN
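AlphaScreen: HP1-beta (50 nM) preformed 30 min with biotin-H3(1-18)K9me3 peptide (50 nM) in PBS pH 7.4, 0.01% Tween-20. Compound added for 30 min at RT, then streptavidin donor/nickel chelate acceptor beads (10 ug/mL) for 30 min.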
PGK inhibitor = qHTS Assay to Find Inhibitors of Phosphoglycerate Kinase; Phosphoglycerate kinase, glycosomal (Trypanosoma brucei brucei), P07378; 0.043% of 380,000 active; Potency, µM (highest dose often 57.5 µM), for inactives: at the top dose activity change, negative = inhibition, most hits filed as inhibitors; AID 602233, 2012; PGK/GAPDH coupled, Kinase-Glo luminescence, 60 min; note: potency is the fitted concentration of half-maximal effect; % is set by controls: 0 for no effect and ±100 for the full control effect; nearly all actives have a fitted effect of over 60% in size
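Recombinant glycosomal PGK reaction used 1,3-bisphosphoglycerate generated in-well by GAPDH (100nM final) in 100mM TEA pH 7.6, 5mM MgCl2, 0.01% Tween-20. After 60 minutes at room temperature, ATP was read by Kinase-Glo Plus luminescence end-point.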
Pin1 inhibitor = qHTS Assay to Find Inhibitors of Pin1; Peptidyl-prolyl cis-trans isomerase NIMA-interacting 1 (Homo sapiens), Q13526; Pin1 FP peptide displacement, HiFluor488, 10 min; Potency, µM (series often up to 115 µM), for inactives: at the top dose activity, negative = inhibition, hits mostly inhibitors; 0.009% of 390,000 active; active = well fitted inhibition curve with a large enough effect in the polarisation, with a control signal flat, not every such curve was filed as active; inconclusive = small, poorly fitted or top-dose-only effect, or effect the other way, or a change in a side signal; inactive = no such curve, though single readings can be large or run the other way; the % refers to the polarisation; note: potency is the fitted concentration of half-maximal effect; % is set by controls: 0 for no effect and ±100 for the full control effect
Target sequence (Q13526 whole entry, looked up): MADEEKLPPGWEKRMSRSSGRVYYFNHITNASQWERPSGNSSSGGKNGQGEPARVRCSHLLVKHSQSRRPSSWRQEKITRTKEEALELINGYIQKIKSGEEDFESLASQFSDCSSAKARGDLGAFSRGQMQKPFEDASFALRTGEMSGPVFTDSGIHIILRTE
POLH inh = qHTS for Inhibitors of Polymerase Eta; DNA polymerase eta (Homo sapiens), Q9Y253; recombinant Pol eta, fluorescent DNA replication assay; Potency, µM (titrated, usually from 114 µM), without a hit: top-dose activity change, negative = inhibition, most hits filed as inhibitors; 1.2% of 390,000 active; AID 588591, 2011; note: potency is the fitted concentration of half-maximal effect; % is set by controls: 0 for no effect and ±100 for the full control effect
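Pol eta at 10 nM preincubated with compounds 15 min at room temperature; reaction started with fluorescent substrate (50 nM final) and read kinetically at 0 and 10 min.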
GLS inh = qHTS for Inhibitors of Glutaminase (GLS); Glutaminase kidney isoform, mitochondrial (Homo sapiens), O94925; GLS enzymatic activity, qHTS titration; Potency, µM (titrated, usually from 45.5 µM), inactives show at the top dose activity change, negative = inhibition, most hits filed as inhibitors; 0.21% of 410,000 active; AID 624170, 2012; note: potency is the fitted concentration of half-maximal effect; % is set by controls: 0 for no effect and ±100 for the full control effect
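hKGA in 45 mM KH2PO4 pH 8.2, 0.02% Tween-20 with pin-transferred compounds; 1 mM L-glutamine (stock) plus glutamate oxidase/HRP/Amplex Red coupling added. Fluorescence read initially and after 30 min at RT.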
G9a block = qHTS Assay for Inhibitors of Histone Lysine Methyltransferase G9a | Histone-lysine N-methyltransferase EHMT2 (Homo sapiens), Q96KQ7 | 8.8% of 350,000 active | Potency, µM (doses to about 102 µM), inactives show top-dose activity, negative = inhibition, actives largely listed as inhibitors | AID 504332, 2011 | G9a H3K9 monomethylation, AlphaScreen, 2 h; note: potency is the fitted concentration of half-maximal effect; % is set by controls: 0 for no effect and ±100 for the full control effect; nearly all actives have a fitted effect of over 75% in size
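AlphaScreen read-out: biotin-H3K9 peptide (500 nM) methylation by 20 nM enzyme with 20 uM SAM, 2 h at room temperature after 15 min compound preincubation; anti-monomethyl H3K9 antibody plus donor/acceptor beads, 10 min dark.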
JMJD2A Tudor inh = qHTS Assay for Inhibitors of JMJD2A-Tudor Domain; Lysine-specific demethylase 4A (Homo sapiens), O75164; AlphaScreen JMJD2A-Tudor / H3K4me3 peptide binding; Potency, µM (titrated, usually from 114 µM), inactives show at the highest dose activity change, negative = inhibition, actives largely listed as inhibitors; 4.4% of 390,000 active; note: potency is the fitted concentration of half-maximal effect; % is set by controls: 0 for no effect and ±100 for the full control effect; nearly all actives have a fitted effect of over 50% in size
* = called active by the depositor; i = inactive; ? = inconclusive; / = not tested or not shown; [ ] = another dose, or the depositor's remark. Unless noted, calls come from the whole dose curve; as a rule, active = well fitted curve in the direction sought with a large enough effect; inconclusive = small, poorly fitted or top-dose-only effect, or another doubt; inactive = no such curve, though single readings can be large; an effect the other way counts as inactive or inconclusive.

SMILES	PI4K2A block	BAZ2B block	HP1b chromo inh	PGK inhibitor	Pin1 inhibitor	POLH inh	GLS inh	G9a block	JMJD2A Tudor inh
CCOC(=O)C1=C(C)NC(C)=C(C(=O)OCC)C1C(=O)OCC(=O)NCc1ccco1	7.5	/	35.9%	i	-6.4%	-10.6%	17.4%	/	-9.7%
Fc1cccc(NC(=S)NCCc2ccccc2)c1	3.3	-7.2%	33.5%	1.0%	-9.4%	-7.3%	0.0%	-15.7%[59 µM]	-4.2%
CC(=O)CSc1nnc2cc(C)c3ccccc3n12	-1.9	-3.5%	18.0%	i	-1.7%	-4.2%	-8.1%	?	-8.7%
CCNc1nc(NCC)nc(N/N=C/c2ccc([N+](=O)[O-])o2)n1	4.5	?	11.2%	-9.5%	0.2%	-9.8%	-2.8%	1.78µM*	-27.1%
CCCCNC(=O)COC(=O)c1c2c(nc3ccccc13)/C(=C\c1cccs1)CC2	-3.5	/	102.3%[activator]	6.6%	?	?	-6.3%	/	29.0%
Cc1ccc(CSc2nnc(-c3cccs3)n2C)cc1	-2.5	0.5%	19.4%	-3.8%	-2.2%	-8.6%	14.6%	1.3%[59 µM]	-16.9%
Cc1noc(C)c1COc1ccccc1C(=O)NNC(=O)c1ccc(F)cc1	-1.3	2.7%	42.0%[activator]	8.7%	3.9%	-12.6%	9.2%	28.0%[12.7 µM]	-0.6%
Cc1ccc(OCC(=O)Nc2cc(Cl)ccc2-n2cncn2)c(C)c1	-2.0	/	/	i	/	-11.3%	-0.5%	/	/
COc1ccc(S(=O)(=O)N(C)CC(=O)Nc2ccccc2C(F)(F)F)cc1	0.8	9.4%	13.4%	-1.4%	?	-18.5%	11.5%	14.8%[59 µM]	-3.1%
COc1ccc(/C=C2/CCCC(CN(C)C)C2=O)cc1 (centres undefined)	21.5	/	29.1%	i	-0.1%	-6.9%	50.4%[activator]	/	-24.3%
COCc1c(C(=O)N2CCN(Cc3c(F)cccc3Cl)CC2)oc2ccccc12	0.4	1.7%	31.1%	-9.5%	-0.6%	-13.1%	-1.8%	12.8%	-7.4%
CC(=O)Nc1cccc(NC(=O)C2CC(=O)N(C3CCCCC3)C2)c1 (centres undefined)	-0.2	-17.5%	8.6%	7.8%	4.1%	-3.6%	16.8%	/	-14.5%
COc1cccc(CN2C(=O)C3(SCC(=O)N3c3cc(C)cc(C)c3)c3ccccc32)c1 (centres undefined)	-18.7	?	9.3%	-9.2%	4.8%	-4.3%	-10.2%	-40.9%[59 µM]	-19.0%
O=C(O)c1ccc(Cl)c(S(=O)(=O)Nc2cccc(C(=O)Nc3cccc(C(F)(F)F)c3)c2)c1	-1.1	?	13.5%	-3.0%	-12.9%	2.6%	1.2%	?	-0.7%
CCOc1ccc(N2CC(C(=O)Nc3cccc(C)c3C)CC2=O)cc1 (centres undefined)	-8.9	-15.0%	34.0%	0.6%	-2.1%	-7.9%	-0.4%	-0.2%	-5.0%
Clc1ccc(-c2nc3ccccc3[nH]2)cn1	-19.7	2.3%	21.9%	6.6%	5.8%	7.8%	1.9%	-33.6%	-15.1%
COc1cc(/C=C2/S/C(=N/S(=O)(=O)c3ccccc3)NC2=O)c([N+](=O)[O-])cc1OC	-10.3	70.8µM*	-3.8%	-0.1%	?	?	94.5%[activator]	-11.8%[12.7 µM]	-27.6%[57.1 µM]
Cc1ccc(NS(=O)(=O)c2ccc3c(c2)[C@H]2C=CC[C@H]2[C@@H](c2ccc(F)cc2)N3)cc1C	-3.2	?	-7.9%	-0.3%	1.9%	-13.9%	1.3%	5.62µM*	?
Cc1ccc(C(C)C)c(OCc2ccc(C(=O)N/N=C/c3ccc(O)cc3O)cc2)c1	-1.4	-9.7%	12.6%	-9.9%	?	-21.6%	15.0%	14.0%	-25.3%
O=C(NCC1(O)CCCCC1)C1CCC(=O)N(Cc2cccc(C(F)(F)F)c2)C1 (centres undefined)	4.5	0.0%	8.6%	-6.1%	-8.2%	-3.5%	4.7%	/	-8.3%
O=c1cc(CN2CCN(c3ccccc3O)CC2)nc2sccn12	0.2	-2.5%	9.4%	-9.4%	?	20µM*	-1.3%	-9.9%	?
O=C(CN1CCN(c2ccccn2)CC1)Nc1ccc(Cl)c(C(F)(F)F)c1	1.7	-4.0%	40.7%[activator]	i	-7.3%	-9.2%	1.6%	?	-17.6%
COc1ccccc1C1/C(=C(/O)c2ccc(C)cc2)C(=O)C(=O)N1CCN1CCOCC1 (centres undefined)	-2.7	-4.4%	29.0%	i	-1.2%	-15.4%	14.2%	28.2µM*	-11.1%
COc1cccc(C2NC(=O)c3n[nH]c(-c4cccs4)c32)c1 (centres undefined)	-1.1	/	22.0%	3.5%	10.7%	1.7%	6.5%	7.7%[59 µM]	-6.7%
CC(=O)OCC#CCSc1nnc(-c2cccc(Br)c2)o1	1.0	56.5%[activator]	115.2%[activator]	9.0%	3.2%	-20.4%	3.8%	51.9%[activator][59 µM]	64.3%[activator]

Continued, overlapping the part above by 2 compounds.
SMILES	PI4K2A block	BAZ2B block	HP1b chromo inh	PGK inhibitor	Pin1 inhibitor	POLH inh	GLS inh	G9a block	JMJD2A Tudor inh
COc1cccc(C2NC(=O)c3n[nH]c(-c4cccs4)c32)c1 (centres undefined)	-1.1	/	22.0%	3.5%	10.7%	1.7%	6.5%	7.7%[59 µM]	-6.7%
CC(=O)OCC#CCSc1nnc(-c2cccc(Br)c2)o1	1.0	56.5%[activator]	115.2%[activator]	9.0%	3.2%	-20.4%	3.8%	51.9%[activator][59 µM]	64.3%[activator]
COc1cccc(NC(=O)Cc2cccs2)c1	-10.7	5.6%	14.2%	i	6.0%	1.1%	9.8%	?	-4.9%
CCOC(=O)c1c(N)n(-c2ccc(N)cc2)c2nc3ccccc3nc12	-5.7	-5.6%	3.2%	-2.7%	-3.5%	-7.1%	14.6%	-7.1%	-31.3%
CC1CCN(CCNC(=O)C2CCCN(S(=O)(=O)c3cccc4nonc34)C2)CC1 (centres undefined)	-3.2	-6.5%	14.7%	-0.9%	3.2%	-11.5%	-3.7%	?	-18.6%
CC(=O)N1CCC(=NNC(=O)CSc2cc(C)c(Br)cc2C)CC1	-1.0	9.0%	40.1%[activator]	i	8.2%	-10.3%	-5.8%	-10.5%	-6.3%
COc1ccc(CNC(=O)CCC(=O)Nc2nnc(C(F)(F)F)s2)cc1	0.8	4.4%	28.0%	11.1%	0.6%	-8.0%	5.3%	94.1%[activator]	-6.2%
Cc1ccccc1C(=O)N1CCC(C(=O)Nc2nccs2)CC1	-3.3	-17.2%	25.6%	-9.5%	-0.5%	-18.6%	1.7%	-0.9%	-22.8%
COc1ccc(CNC(=O)CN2C(=O)CSc3ccc(S(=O)(=O)N4CCC(C)CC4)cc32)cc1	1.5	-0.6%	-5.7%	-2.6%	-0.1%	-11.0%	-10.6%	-11.3%[59 µM]	-26.6%
Cc1cc(CNC(=O)c2ccc3nc(Cc4ccccc4F)oc3c2)nn1C	1.4	-4.5%	42.0%[activator]	-3.2%	-11.9%	3.6%	-3.0%	6.6%[0.0925 µM]	-0.7%
O=C(CSC1=NS(=O)(=O)c2ccccc2N1)NCCc1ccccc1	-0.9	4.3%	14.5%	-10.0%	-8.1%	-18.9%	10.3%	-21.6%	-17.2%
C=CCNc1oc(-c2cccc(F)c2)nc1C#N	2.0	/	?	5.9%	2.9%	-3.4%	-2.3%	/	44.7µM*
CCc1ccc2[nH]c(=O)c(C(c3nnnn3Cc3ccco3)N3CCC(C)CC3)cc2c1 (centres undefined)	1.0	5.2%	9.9%	-8.0%	7.9%	?	-1.6%	56.2µM*	-34.2%
O=C(Cc1c(F)cccc1Cl)Nc1ccccc1C(=O)N1CCCCC1	5.3	-5.6%	20.2%	-0.6%	-10.8%	-9.9%	-7.2%	-18.3%	0.0%
COc1ccccc1Nc1nn2c(=O)c3ccc(C(=O)NCCC4=CCCCC4)cc3nc2s1	3.6	-11.6%	21.9%	-0.5%	13.1%	-6.2%	-10.0%	-20.2%[59 µM]	-5.2%
O=C(NCC1CCCN1S(=O)(=O)c1cccs1)c1ccc(Cl)cc1 (centres undefined)	-2.1	1.0%	11.8%	21.8%	-2.7%	-1.7%	12.0%	1.3%	-8.2%
CC1(C)CC(=O)C(/C=N/c2ncccc2C(=O)O)=C(O)C1	3.6	6.2%	44.2%[activator]	-9.8%	?	5.5%	/	50.1µM*	0.0%
Cn1c(=NC(=O)CCS(=O)(=O)c2ccccc2)sc2cc(F)ccc21	-2.2	7.3%	33.9%	-7.0%	5.1%	-18.3%	-4.1%	-9.6%[2.33 µM]	-10.1%
Cc1cc(NC(=O)c2cc(-c3ccccn3)nc3ccccc23)no1	-2.4	3.0%	35.7%	-8.5%	1.5%	-5.4%	1.2%	10.0%[59 µM]	-22.7%
CC(C)CN(C(=O)c1ccc(N2CCCC2=O)cc1)C1CCS(=O)(=O)C1 (centres undefined)	-2.3	-4.9%	0.5%	-11.6%	1.8%	-19.5%	0.5%	-32.5%	-9.9%
Cc1ccc(CN2C(=O)CSC2c2ccc(F)cc2)cc1 (centres undefined)	-4.8	5.4%	72.0%[activator]	/	-2.7%	-14.6%	0.0%	37.7%	15.4%

High-throughput results as filed in PubChem.

This is a subset. The share of hits here may be higher or lower than overall.
